Screening data deposited in PubChem by several laboratories.
IL1B NFkB pot: enhancers of NFkB p65 translocation in HUVEC – imaging, IL-1B stimulus, high-content imaging, primary screen; HUVEC IL-1B NFkB p65 nuclear translocation imaging; activation, % at 2 µM; 94,000 tested, 0.3% active; AID 819, 2007;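 active means activation above 40%, about the mean plus 3 SD, also judged a hit on visual image review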;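 further: percent activation is computed from the nuclear over cytoplasmic p65 intensity ratio; values of inactives mirror those of a sister screen read the other way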
Bcl-B displacement: displacers of TR3 peptide from Bcl-B, primary screen, selectivity assay for Bfl-1 inhibitor project, biochemical, fluorescence polarization; one-dose displacement, % at 20 µM; IC50 in µM for titrated hits; AID 748, 2007; FP displacement of FITC-TR3 peptide from Bcl-B; higher % means a stronger effect; 96,000 tested, 0.11% active;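 active means displacement above 50% at 20 µM plus a fluorescence interference ratio under 1.5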;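 further: plate controls were wells without compound for no effect and wells lacking Bcl-B protein for full effect; a part of the inactive calls stands beside numbers as strong as those of hits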
IL1B NFkB inh: inhibitors of IL-1B driven NFkB p65 nuclear import, primary screen, imaging, HUVEC, IL-1B stimulus, high-content imaging; HUVEC IL-1B NFkB p65 nuclear translocation imaging; 94,000 tested, 0.43% active; AID 796, 2007; inhibition, % at 2 µM;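 active means inhibition above about 30% together with a positive call from visual inspection of the well image, limit read from the data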;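 further: nuclear over cytoplasmic p65 intensity ratio measured by imaging; 0% = IL-1B stimulated DMSO wells and 100% = unstimulated DMSO wells; values of inactives mirror those of a sister screen read the other way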
MRP resist rev: reversal of MRP1-mediated doxorubicin resistance, primary screen, H69AR cells, doxorubicin co-treatment. AID 602, 2007. 85,000 tested, 0.04% active. H69AR cells + 2 uM doxorubicin, CellTiter-Glo, 72 h. differential viability (reversal), % at 10 µM;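 active means viability drop by adding the cancer drug above about 55%, with treated viability meeting a 40% cutoff, limit read from the data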;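 further: viability without doxorubicin minus viability with 2 µM doxorubicin for each compound; larger differential means the compound sensitizes cells more to doxorubicin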
PLAP inhibition: PLAP enzyme inhibitors, biochemical, luminescence, HTS (AID 690); Alkaline phosphatase, placental type (Homo sapiens); purified PLAP, luminescent substrate; higher % means a stronger effect; one-dose inhibition, % at 20 µM; IC50 in µM for titrated hits; 96,000 tested, 0.08% active; in the data active means a potency from the dose series; inactive means the rest, 99 in 100 with inhibition below about 30%; further: strong numbers were not always called active
MRP resist rev cytotoxicity: recorded beside MRP resist rev, whose call it bears; viability, %; H69AR cells, CellTiter-Glo, 72 h; measured here: cytotoxicity without doxorubicin
MRP resist rev with doxorubicin: recorded beside MRP resist rev, whose call it bears; viability, %; measured here: viability with 2 uM doxorubicin; active compounds read low
IL1B NFkB inh cell count 2 µM: recorded beside IL1B NFkB inh, whose call it bears; cell count; measured here: cells passing quality filter;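 raw number of nuclei counted in each imaged well without normalization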
IL1B NFkB pot cell count 2 µM: second read-out of IL1B NFkB pot, no call of its own (marks repeat the call); cell count; measured here: cells passing quality filter
Numbers without * were called inactive; . = no result given. An excerpt. The share of hits here may be higher or lower than overall.

SMILES | IL1B NFkB pot | IL1B NFkB pot cell count 2 µM | Bcl-B displacement | IL1B NFkB inh | IL1B NFkB inh cell count 2 µM | MRP resist rev | MRP resist rev cytotoxicity | MRP resist rev with doxorubicin | PLAP inhibition
O=C(CC(C(=O)O)N1CCOCC1)Nc1ccc(Cl)cc1 (configuration not stated) | 19.2 | 130 | 0.1% | -19.2 | 130 | -7.7 | 86.6 | 94.3 | -4.9%
Cc1cc(C(=O)OCC(=O)N(C)C2CCS(=O)(=O)C2)c(C)n1-c1ccccc1 (configuration not stated) | -6.6 | 203 | 2.0% | 6.6 | 203 | -15.8 | 77.1 | 92.9 | -58.8%
O=C1C(C=NCCCN2CCOCC2)=C(O)c2ccccc21 | -3.0 | 116 | 2.0% | 3.0 | 116 | 7.6 | 101.6 | 94.0 | -0.2%
O=C(CSc1nnc(SCc2ccc(Cl)cc2)s1)N1CCN(C(=O)c2ccco2)CC1 | 0.7 | 148 | -3.5% | -0.7 | 148 | . | . | . | -1.8%
CC1C(O)=C(c2nc3ccccc3[nH]2)C(=N)N1c1ccccc1 (configuration not stated) | -15.0 | 46 | -5.0% | 15.0 | 46 | -20.3 | 22.0 | 42.4 | -34.7%
Cc1cc(C)nc(SCC(=O)N2CCOCC2)n1 | -17.4 | 72 | -2.0% | 17.4 | 72 | 2.6 | 98.9 | 96.3 | 8.6%
COc1ccc(O)c(-c2cn[nH]c2-c2cccs2)c1 | 0.8 | 98 | 4.6% | -0.8 | 98 | 11.7 | 95.4 | 83.7 | -39.9%
O=C(Nc1ccc2c(c1)OCCO2)C1CCCN(S(=O)(=O)c2cccnc2)C1 (configuration not stated) | . | . | 2.0% | . | . | 10.9 | 88.4 | 77.5 | 4.3%
COCC(C)NC(=O)c1cc(-c2ccccc2OC)on1 (configuration not stated) | 2.2 | 90 | 6.0% | -2.2 | 90 | -2.4 | 92.0 | 94.4 | -1.9%
O=C(O)C1CC=CCC1C(=O)NCc1ccc2c(c1)OCO2 (configuration not stated) | 12.6 | 151 | . | -12.6 | 151 | -12.0 | 107.3 | 119.2 | .
CCOC(=O)CSC1=C(C#N)C(c2ccc(Cl)cc2)CC(=O)N1 (configuration not stated) | 12.2 | 176 | 0.1% | -12.2 | 176 | 11.2 | 86.4 | 75.1 | 8.5%
COc1cccc(-c2cc(C(=O)N3CCN(C(c4ccccc4)c4ccccc4)CC3)no2)c1 | 4.8 | 116 | -10.5% | -4.8 | 116 | -2.4 | 92.5 | 94.9 | 15.8%
CCN(CC)S(=O)(=O)c1ccc2c(c1)nc(SCn1nnc3ccccc3c1=O)n2CC | 14.1 | 182 | -4.9% | -14.1 | 182 | -4.6 | 63.3 | 67.9 | -24.9%
COc1ccc(CC(=O)OCC(=O)Nc2ccc(Cl)cn2)cc1 | 15.7 | 163 | -9.3% | -15.7 | 163 | -0.5 | 84.5 | 85.0 | 19.4%
Cc1ccc(-c2cc(C(=O)Nc3nn[nH]n3)c3ccccc3n2)c(C)c1 | -7.5 | 129 | -3.2% | 7.5 | 129 | . | . | . | 6.2%
COc1ccc(OC)c(S(=O)(=O)NCc2cccnc2)c1 | 1.4 | 139 | -0.9% | -1.4 | 139 | -9.8 | 97.2 | 107.0 | 20.7%
O=C(O)CCn1c(SCc2ccccc2)nc2ccccc21 | 6.2 | 184 | -9.0% | -6.2 | 184 | -3.1 | 93.9 | 97.0 | -5.6%
O=c1[nH]c2cc(Cl)cc(Cl)c2[nH]c1=O | 2.3 | 177 | 3.1% | -2.3 | 177 | -3.4 | 91.3 | 94.7 | 12.8%
CN1CCc2c(c3c(n2C)CCN(C)[C@H]3c2ccccc2F)[C@@H]1c1ccccc1F | -4.4 | 151 | 5.6% | 4.4 | 151 | . | . | . | -30.4%
CC(C)C1C(c2ccccc2)N(C)C(c2ccccc2)CC1(O)c1ccccc1 (configuration not stated) | 5.0 | 49 | -5.3% | -4.2 | 154 | 2.0 | 19.7 | 17.7 | 19.0%
CC(C)CCNC(=O)CN(CC1CCCO1)C(=O)CCC(=O)Nc1nccs1 (configuration not stated) | -2.5 | 112 | -2.9% | 2.5 | 112 | 14.4 | 101.9 | 87.5 | 2.9%
CCNc1nc(NCC)n2c(SCC(=O)O)nnc2n1 | -11.6 | 100 | -2.4% | 11.6 | 100 | -6.7 | 84.6 | 91.3 | -1.3%
CCc1nnc(NC(=O)c2cc(S(=O)(=O)N(CC)CC)ccc2Cl)s1 | -13.0 | 191 | 2.4% | 13.0 | 191 | -2.1 | 105.7 | 107.9 | -19.2%
Cc1cccc(NS(=O)(=O)c2cccs2)c1 | 20.9 | 172 | -5.8% | -20.9 | 172 | 14.7 | 96.8 | 82.1 | -10.8%
COC(=O)c1cc(OC)c(OC)cc1NC(=O)CC1CCCCC1 | 15.3 | 110 | -0.4% | -15.3 | 110 | 9.8 | 94.4 | 84.6 | -45.3%
(listing goes on)
SMILES | IL1B NFkB pot | IL1B NFkB pot cell count 2 µM | Bcl-B displacement | IL1B NFkB inh | IL1B NFkB inh cell count 2 µM | MRP resist rev | MRP resist rev cytotoxicity | MRP resist rev with doxorubicin | PLAP inhibition
N#Cc1c(-c2cccnc2)c2c([nH]c1=S)CCCC2 | -7.1 | 169 | -13.4% | 7.1 | 169 | . | . | . | -1.4%
O=c1[nH][nH]c(-c2ccccc2)c1C=Nc1ccccc1Cl | 1.0 | 157 | 0.1% | -1.0 | 157 | . | . | . | -10.9%
O=C1c2cccnc2C(=O)N1c1ccccc1-c1ccccc1 | 7.0 | 184 | 11.9% | -7.0 | 184 | . | . | . | -27.3%
Cc1[nH]nc(-c2ccc(OCc3cnn(-c4ccccc4)c3)cc2O)c1Oc1ccc(F)cc1 | 7.9 | 164 | -2.0% | -7.9 | 164 | . | . | . | 5.7%
Nc1ccccc1NC1=CC(=O)CC(c2ccco2)C1 (configuration not stated) | 5.9 | 129 | -5.1% | -5.9 | 129 | 17.2 | 91.4 | 74.1 | -5.0%
COc1ccc(/C=N/NC(=O)c2ccccc2Cl)cc1CSc1nc2ccccc2s1 | -14.3 | 160 | 0.1% | 14.3 | 160 | . | . | . | -47.3%
CC1CC(Nc2ccccc2N)=CC(=O)O1 (configuration not stated) | 35.8 | 181 | -5.2% | -35.8 | 181 | . | . | . | 10.0%
CSc1nccc(-c2nn(-c3ccc(C)cc3)ccc2=O)n1 | -1.0 | 160 | 28.7% | 1.0 | 160 | -45.9 | 24.0 | 70.0 | 22.1%
Cc1oc(-c2ccccc2F)nc1CS(=O)CC(=O)NCc1ccc2c(c1)OCO2 (configuration not stated) | -15.0 | 159 | -1.4% | 15.0 | 159 | 1.1 | 83.7 | 82.6 | -32.1%
CC(C)OCCCNc1nc2c(c(=O)n(Cc3ccccc3F)c(=O)n2C)n1C | 2.0 | 66 | 12.8% | -2.0 | 66 | -11.9 | 59.9 | 71.7 | -28.3%
Cc1ccc(NC(=O)CC(C)N2CCCC2)cc1 (configuration not stated) | -5.4 | 102 | 4.2% | 5.4 | 102 | 7.1 | 90.3 | 83.2 | 11.4%
Cc1cc(C(=O)COC(=O)C2=COCCO2)c(C)n1-c1ccc2c(c1)OCO2 | -5.8 | 162 | -5.8% | 5.8 | 162 | -6.2 | 100.0 | 106.2 | 3.3%
Cc1nn(-c2cccc(C(=O)O)c2)c(C)c1Oc1ccccc1O | 18.2 | 133 | 0.7% | -18.2 | 133 | 3.5 | 95.9 | 92.4 | -22.4%
CC(C)(C)c1ccc(C(=O)/C=C2\NC(=O)CS2)cc1 | 16.8 | 64 | -13.9% | -16.8 | 64 | 0.5 | 67.0 | 66.5 | -3.3%
CS(=O)(=O)N(CC(=O)Nc1ccc2c(c1)OCCO2)c1ccc2c(c1)OCO2 | 5.2 | 156 | 3.4% | -5.2 | 156 | 4.5 | 82.1 | 77.7 | -5.6%
Cc1cc(C)n2nc(C(=O)Nc3cccnc3)nc2n1 | 4.2 | 129 | -5.6% | -4.2 | 129 | 10.3 | 96.2 | 85.9 | -10.7%
CC(=O)Nc1ccc(S(=O)(=O)NNC(=O)c2cc3c4ccccc4n(C)c3s2)cc1 | 1.6 | 175 | -1.5% | -1.6 | 175 | . | . | . | 10.6%
N#Cc1c(NCCO)nc(NCc2ccccc2)c2c1CCN(Cc1ccccc1)C2 | 14.4 | 176 | 16.1% | -14.4 | 176 | 14.6 | 95.8 | 81.3 | -50.0%
CCOC(=O)Nc1oc2ccccc2c(=O)c1CN1CCOCC1 | -1.6 | 131 | 0.3% | 1.6 | 131 | . | . | . | -11.3%
Cn1c(=O)c2[nH]c(CN3CCN(Cc4ccccc4)CC3)nc2n(C)c1=O | 15.4 | 68 | -3.6% | -15.4 | 68 | 7.0 | 89.2 | 82.2 | -4.7%
COc1ccc(NC2=C(C(C)=O)C(c3ccc(OC)c(OC)c3)C(C(C)=O)C(C)(O)C2)cc1 (configuration not stated) | 3.2 | 143 | . | -3.3 | 143 | 0.1 | 78.2 | 78.1 | .
Cc1cc(NC(=O)c2ccccc2NS(=O)(=O)c2c(C)c(C)cc(C)c2C)no1 | . | . | -2.1% | . | . | -10.9 | 75.2 | 86.2 | -60.1%
CN1C(=S)SC(C)(C)C1/[N+]([O-])=C/c1cccnc1 (configuration not stated) | 14.7 | 123 | -1.7% | -14.7 | 123 | -1.7 | 104.1 | 105.8 | 25.0%
Cc1ccc(-c2nn(C(C)(C)C)c3ncnc(N)c23)cc1 | 23.8 | 180 | -0.2% | -23.8 | 180 | . | . | . | -1.3%
O=C(NCc1ccco1)C1CCN(c2nc3ccccc3n2Cc2ccccc2F)CC1 | -4.9 | 155 | -3.3% | 4.9 | 155 | 11.3 | 47.7 | 36.4 | -81.8%
Other compounds follow.
SMILES | IL1B NFkB pot | IL1B NFkB pot cell count 2 µM | Bcl-B displacement | IL1B NFkB inh | IL1B NFkB inh cell count 2 µM | MRP resist rev | MRP resist rev cytotoxicity | MRP resist rev with doxorubicin | PLAP inhibition
CCn1c(SCC(=O)Nc2ccc(NC(=O)c3ccco3)cc2)nnc1-c1cccs1 | 9.4 | 124 | . | -9.4 | 124 | 4.0 | 82.7 | 78.6 | .
O=C(c1ccc(NS(=O)(=O)c2cccc3cccnc23)cc1)N1CCOCC1 | 19.0 | 140 | . | -19.0 | 140 | . | . | . | .
COc1ccc(/C=C(/NC(C)=O)C(=O)O)cc1 | 2.5 | 95 | -8.0% | -2.5 | 95 | . | . | . | -0.8%
CCCN1CCN(C(=O)c2cccc3c2C(=O)N(CCOC)C3)CC1 | 7.2 | 146 | 14.9% | -7.2 | 146 | -2.9 | 88.8 | 91.7 | 5.5%
O=C(Cn1c(=O)[nH]c2ccsc2c1=O)NC1CCCCC1 | -6.3 | 113 | -4.9% | 6.3 | 113 | 3.6 | 91.0 | 87.4 | 5.2%
CSc1ncc(Cl)c(C(=O)Nc2sc3c(c2C(=O)NCc2ccco2)CCCC3)n1 | -9.2 | 99 | -196.3% | 9.2 | 99 | . | . | . | 8.5%
COc1ccc(-c2nc(N3CCC(C)CC3)[nH]c(=O)c2C#N)cc1 | 9.4 | 62 | -5.5% | -9.4 | 62 | 8.9 | 81.2 | 72.2 | 6.2%
